Bioassay records deposited in PubChem by National Center for Advancing Translational Sciences (NCATS).
EPAC2 agonist: EPAC2 (human) agonism; Potency, µM (doses to about 154 µM), without a hit: top-dose activation, most hits filed as activators; AID 720711; actives 0.079% (n = 360,000); EPAC2 activation, biochemical qHTS; response scale: 100% = 6.5 mM cAMP response; note: potency is the fitted concentration of half-maximal effect; nearly all actives have a fitted effect of over 50% in size
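Nucleotide exchange monitored as fluorescence drop when BODIPY-GDP leaves Rap1B. Reaction: 100 nM EPAC2, 250 nM RAP1B-BODIPY-GDP, 50 uM GDP, room temperature, kinetic read over 30 min. Activity expressed relative to 6.5 mM cAMP.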
D3 ag: D3 dopamine receptor (human) agonism; AID 652048; max activation, %; P35462; D3R DiscoveRx beta-arrestin cells, luminescence, 90 min; actives 0.58% (n = 410,000); in the data active = max activation above about 30%; note: 0% is about no effect; mostly tested at two doses, the higher about 12 µM
Target sequence (P35462 whole entry, looked up): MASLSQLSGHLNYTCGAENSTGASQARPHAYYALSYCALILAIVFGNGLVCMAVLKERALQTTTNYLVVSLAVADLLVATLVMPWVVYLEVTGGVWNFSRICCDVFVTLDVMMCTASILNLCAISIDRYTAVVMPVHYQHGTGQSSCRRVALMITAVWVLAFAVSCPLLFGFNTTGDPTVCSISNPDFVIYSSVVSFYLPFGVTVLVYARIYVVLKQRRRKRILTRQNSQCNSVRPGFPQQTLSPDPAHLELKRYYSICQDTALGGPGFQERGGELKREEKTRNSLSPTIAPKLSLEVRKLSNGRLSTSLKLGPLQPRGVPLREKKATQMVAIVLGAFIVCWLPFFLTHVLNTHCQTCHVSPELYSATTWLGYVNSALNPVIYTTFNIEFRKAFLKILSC
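Cells at 1500/well, incubated overnight, then treated with pinned compounds (dopamine as control) for 90 min at 37 degrees C. DiscoveRx reagent added for 30 - 60 minutes at room temperature; luminescence read.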
DRD3 antagonist: antagonists of human D3 dopamine receptor; P35462; D3R cells, DiscoveRx beta-arrestin luminescence, antagonist mode; stronger effect = lower value; max response, negative = inhibition, %; actives 2.5% (n = 360,000); in the data active = max response below about -50%; inconclusive = no clear call, values can overlap the other calls; note: % is set by controls: 0 for no effect and ±100 for the full control effect; mostly tested at two doses, the higher about 12 µM
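Cells plated overnight at 1500 cells/well, then exposed to library compounds with dopamine controls for 90 minutes at 37 degrees C. DiscoveRx reagent added for 30–60 minutes at room temperature; luminescence read, quantitative HTS format.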
TDP43 rescue: rescues yeast growth from TDP-43 toxicity; TDP-43 expressing yeast growth rescue, BacTiter-Glo, 24 h; actives 1.8% (n = 410,000); Potency, µM (series often up to 46.1 µM), inactives show at the highest dose growth rescue (activation), actives largely listed as activators; note: potency is the fitted concentration of half-maximal effect; % of control where 0% means no effect; nearly all actives have a fitted effect of over 50% in size
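Yeast cells expressing TDP-43 under galactose induction are exposed to compounds for 24 hr at 30 deg C. BacTiter-Glo luminescence measures growth, so protective compounds score as activators.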
EPAC2 antagonist: antagonists of human EPAC2. EPAC2 GEF exchange of Rap1B-BODIPY-GDP, fluorescence. Potency, µM (top dose mostly 114 µM), for the others: at the highest dose activity, negative = inhibition, usual class: inhibitors. actives 0.18% (n = 360,000). AID 720708; note: potency is the fitted concentration of half-maximal effect; % is set by controls: 0 for no effect and ±100 for the full control effect; nearly all actives have a fitted effect of over 45% in size; many of its hits are not listed in these tables
FUS suppressor: FUS proteinopathy suppression in yeast; Potency, µM (titrated, usually from 76.6 µM), for inactives: top-dose growth rescue (activation), most hits filed as activators; S. cerevisiae FUS-expressing, growth rescue, OD600, 24 h; actives 0.24% (n = 390,000);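 note: potency is the fitted concentration of half-maximal effect; plate controls were DMSO vehicle for no effect and reference control for full effect; nearly all actives have a fitted effect of over 55% in size; some results filed as inactive show a strong effect at the top dose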
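Toxicity suppression screen in FUS-yeast. Cells induced with 2% galactose, starting OD 0.005, treated 24hr at 30C with compounds at multiple final concentrations; growth by OD600.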
Abeta yeast res: restores growth of yeast expressing A-beta42 peptide | AID 1347071 | Potency, µM (series often up to 46.1 µM), for inactives: at the highest dose growth rescue, most hits filed as activators | yeast expressing A-beta42, growth rescue, OD600, 48 h; response scale: 0% DMSO, 100% iron-clioquinol control | actives 0.063% (n = 410,000); note: potency is the fitted concentration of half-maximal effect; nearly all actives have a fitted effect of over 55% in size
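Growth rescue measured by 600 nm absorbance after 48 h yeast culture at 30 C with compound. Values normalized between DMSO and an equimolar ferric chloride plus clioquinol control.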
aSyn yeast inh: inhibitors of alpha-synuclein toxicity in yeast; Yeast expressing alpha-synuclein, growth rescue, BacTiter-Glo, 24 h; actives 0.14% (n = 370,000); Potency, µM (highest dose often 46.1 µM), for inactives: top-dose growth rescue (activation), hits mostly activators; note: potency is the fitted concentration of half-maximal effect; % of control where 0% means no effect; nearly all actives have a fitted effect of over 65% in size
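Screening used galactose-induced yeast with toxic alpha-synuclein levels, exposed to compound for 24 hr at 30 deg C. Cell growth, read with BacTiter-Glo luminescence, gave the measured signal.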
* hit, by the source's call; [ ] = remark or other dose. Unless noted, calls come from the whole dose curve; as a rule, active = well fitted curve in the direction sought with a large enough effect; inconclusive = small, poorly fitted or top-dose-only effect, or another doubt; inactive = no such curve, though single readings can be large; an effect the other way counts as inactive or inconclusive. Some of the compounds tested; count on the stated rates, not on these rows.

How did COc1ccc(-c2ccc(CCC(=O)O)n2CC(C)C)cc1 do in these assays?
EPAC2 agonist: 13%; D3 ag: -2; DRD3 antagonist: -5; TDP43 rescue: 3%; EPAC2 antagonist: -1%; FUS suppressor: inconclusive; Abeta yeast res: -1%; aSyn yeast inh: 17%

How did Cc1ccc(S(=O)(=O)NCc2cn3ccsc3n2)c(C)c1 do in these assays?
EPAC2 agonist: inconclusive; D3 ag: 3; DRD3 antagonist: -22; TDP43 rescue: -2%; EPAC2 antagonist: 0%[57.1 µM]; FUS suppressor: 2%; Abeta yeast res: 5%; aSyn yeast inh: -8%

Results for CC(C)(C)OC(=O)N1CCN(CCNC(=O)c2ccccc2)CC1 ?
EPAC2 agonist: 2%; D3 ag: -13; DRD3 antagonist: -26; TDP43 rescue: 3%; EPAC2 antagonist: 24%; FUS suppressor: -30%; Abeta yeast res: 1%; aSyn yeast inh: 3%

Results for CCN(CCCNC(=O)c1c(C)cc(=O)oc1C)c1cccc(C)c1 ?
EPAC2 agonist: 10%; D3 ag: -17; DRD3 antagonist: 11; TDP43 rescue: -14%; EPAC2 antagonist: -2%; FUS suppressor: 23%; Abeta yeast res: -11%; aSyn yeast inh: 0%

What do the screens show for `Cc1cc(C(=O)CSc2nnc(NCc3ccccc3)s2)c(C)n1C`?
EPAC2 agonist: 7%; D3 ag: 1; DRD3 antagonist: 24; TDP43 rescue: 18%; EPAC2 antagonist: -5%; FUS suppressor: 31%; Abeta yeast res: 31%; aSyn yeast inh: 9%

How did CC(C)n1ncc2c(C(=O)Nc3cccc(C#N)c3)cc(C3CC3)nc21 do in these assays?
EPAC2 agonist: 3%; D3 ag: -6; DRD3 antagonist: 12; TDP43 rescue: 22µM*; EPAC2 antagonist: -12%; FUS suppressor: 21%; Abeta yeast res: -3%; aSyn yeast inh: 2%[1.84 µM]

What do the screens show for `COC(=O)c1c(C)[nH]c(C(=O)C(C)OC(=O)c2cnc(C)cn2)c1C` (stereo unspecified)?
EPAC2 agonist: -3%; D3 ag: 8; DRD3 antagonist: 17; TDP43 rescue: 30%; EPAC2 antagonist: 9%; Abeta yeast res: 4%; aSyn yeast inh: -8%

How did Cc1ccc(C(=O)Nn2cnnc2)cc1[N+](=O)[O-] do in these assays?
EPAC2 agonist: 5%; D3 ag: 2; DRD3 antagonist: 33; TDP43 rescue: -6%; EPAC2 antagonist: 10%; FUS suppressor: 23%; Abeta yeast res: 13%; aSyn yeast inh: 3%

How did COCOCCn1cc(CN2CCS(=O)(=O)N(Cc3ccc(-c4ccc(F)cc4)cc3)C(C(C)C)C2=O)nn1 (stereo unspecified) do in these assays?
EPAC2 agonist: -2%; D3 ag: 3; DRD3 antagonist: -7; TDP43 rescue: 5%; EPAC2 antagonist: -24%; FUS suppressor: inconclusive; Abeta yeast res: -14%; aSyn yeast inh: 9%

How did O=C(Nc1cccc(S(=O)(=O)Nc2ccc(Cl)cc2)c1)c1cc2c(s1)CCCC2 do in these assays?
EPAC2 agonist: 6%; D3 ag: 6; DRD3 antagonist: -23; TDP43 rescue: 13%; EPAC2 antagonist: -9%; FUS suppressor: 1%; Abeta yeast res: 22%; aSyn yeast inh: 2%

How did O=C1CC/C=C\C[C@@H](CC(=O)N(CCO)Cc2ccccc2)C(=O)NC[C@@H](c2ccccc2)O1 do in these assays?
EPAC2 agonist: 6%; D3 ag: 0; DRD3 antagonist: 5; TDP43 rescue: 20%; EPAC2 antagonist: 2%; FUS suppressor: 6%; Abeta yeast res: -3%; aSyn yeast inh: 0%

Results for c1nc2ccc(Cc3ccc4nc[nH]c4c3)cc2[nH]1 ?
EPAC2 agonist: 7%; D3 ag: 0; DRD3 antagonist: 1; TDP43 rescue: -6%; EPAC2 antagonist: 4%; FUS suppressor: -12%; Abeta yeast res: -25%; aSyn yeast inh: 1%

How did CCOc1ccc(NC(=O)C2CCCN(S(C)(=O)=O)C2)cc1 (stereo unspecified) do in these assays?
EPAC2 agonist: 2%; D3 ag: -11; DRD3 antagonist: -7; TDP43 rescue: -7%[1.82 µM]; EPAC2 antagonist: -8%; FUS suppressor: 3%; Abeta yeast res: 7%; aSyn yeast inh: 1%

How did Cc1cc(OC(C)C(=O)NCCN2CCOCC2)c2c(C)c(C)c(=O)oc2c1 (stereo unspecified) do in these assays?
EPAC2 agonist: 9%; D3 ag: 8; DRD3 antagonist: 6; TDP43 rescue: 7%; EPAC2 antagonist: 1%; FUS suppressor: 5%; Abeta yeast res: 2%; aSyn yeast inh: -3%

Results for CCOc1nc(NCCN2CCOCC2)nc(Nc2ccc(C)cc2)n1 ?
EPAC2 agonist: 7%; D3 ag: -3; DRD3 antagonist: -9; TDP43 rescue: 5%; EPAC2 antagonist: 2%; FUS suppressor: -11%; Abeta yeast res: 13%; aSyn yeast inh: 2%

What do the screens show for `O=C1COc2cc(S(=O)(=O)CCC(=O)N3CCN(c4ccccc4)CC3)c(Cl)cc2N1`?
D3 ag: -2; TDP43 rescue: 2%; FUS suppressor: -4%; Abeta yeast res: -20%; aSyn yeast inh: -1%

What do the screens show for `O=C(CSc1nnc(COc2ccc(F)cc2)o1)N1c2ccccc2CCc2ccccc21`?
EPAC2 agonist: 8%; D3 ag: 0; DRD3 antagonist: 9; TDP43 rescue: -9%; EPAC2 antagonist: 8%; FUS suppressor: 31%; Abeta yeast res: -5%; aSyn yeast inh: 4%

Results for O=C(c1ccc(C(F)(F)F)cc1)N1CCC(=O)N(C(COCc2ccccc2)Cc2ccccc2)CC1 (stereo unspecified) ?
EPAC2 agonist: 8%; D3 ag: -7; DRD3 antagonist: -7; TDP43 rescue: 7%; EPAC2 antagonist: inconclusive; FUS suppressor: inconclusive; Abeta yeast res: 1%; aSyn yeast inh: inconclusive

How did Cc1[nH]c2ccccc2c1/C=N/NC(=O)CNC(=O)c1ccc2c(c1)OCCO2 do in these assays?
EPAC2 agonist: 2%; D3 ag: -13; DRD3 antagonist: -20; TDP43 rescue: -20%; EPAC2 antagonist: 21%; FUS suppressor: 20%; Abeta yeast res: 1%; aSyn yeast inh: -8%

What do the screens show for `COc1ccc(CNC(=O)C2CCN(S(=O)(=O)c3cc(OC)ccc3OC)CC2)cc1`?
EPAC2 agonist: 9%; D3 ag: -3; DRD3 antagonist: -16; TDP43 rescue: -1%; EPAC2 antagonist: -1%; FUS suppressor: -15%; Abeta yeast res: 7%; aSyn yeast inh: -1%

What do the screens show for `COc1ccc(-c2nnc3c4ccccc4c(C)nn23)cc1S(=O)(=O)N1CCN(CCO)CC1`?
EPAC2 agonist: -4%; D3 ag: -2; DRD3 antagonist: 17; TDP43 rescue: -28%; EPAC2 antagonist: 0%; FUS suppressor: 30%; Abeta yeast res: 8%; aSyn yeast inh: -1%

What do the screens show for `CSc1ccccc1-n1nnnc1SCC(=O)NCc1cccs1`?
EPAC2 agonist: 26%; D3 ag: 0; DRD3 antagonist: -19; TDP43 rescue: -9%; EPAC2 antagonist: 16%; FUS suppressor: 30%; Abeta yeast res: 6%[9.22 µM]; aSyn yeast inh: 2%

Results for Cc1oc2ccc(OC(=O)c3cccs3)cc2c1C(=O)OC(C)C ?
EPAC2 agonist: 14%; D3 ag: -7; DRD3 antagonist: 13; TDP43 rescue: -33%; EPAC2 antagonist: -10%; FUS suppressor: 12%; Abeta yeast res: -25%; aSyn yeast inh: -25%

Results for CCN1CCN(Cc2c(O)ccc3oc(C)c(C(=O)Nc4ccc(OC)cc4)c23)CC1 ?
D3 ag: -7; TDP43 rescue: 0%; FUS suppressor: 20%; Abeta yeast res: -17%

How did O=S(=O)(c1ccccc1)c1nnn2c1nc(NC1CCN(Cc3ccccc3)CC1)c1cc(Cl)ccc12 do in these assays?
EPAC2 agonist: 14%; D3 ag: -18; DRD3 antagonist: inconclusive; TDP43 rescue: -19%; EPAC2 antagonist: 1%; FUS suppressor: 14%; Abeta yeast res: 1%; aSyn yeast inh: -3%

What do the screens show for `CC(C)CNC(=O)C1(C)CCCN1C(=O)CSc1ccccc1` (stereo unspecified)?
EPAC2 agonist: 4%; D3 ag: -5; DRD3 antagonist: inconclusive; TDP43 rescue: 15%; EPAC2 antagonist: 5%; FUS suppressor: -12%; Abeta yeast res: -16%; aSyn yeast inh: -3%

Results for CCOc1ccc2nc(NC(=O)CSc3nc4ccccc4c(=O)n3Cc3ccco3)sc2c1 ?
EPAC2 agonist: 7%; D3 ag: 6; DRD3 antagonist: 2; TDP43 rescue: 6%; EPAC2 antagonist: -3%; FUS suppressor: inconclusive; Abeta yeast res: 26%; aSyn yeast inh: 6%

What do the screens show for `Cc1cc(C)c(C)c(S(=O)(=O)N2CCC(C(=O)N3CCN(c4ccc(F)cc4)CC3)CC2)c1C`?
EPAC2 agonist: -1%; D3 ag: -3; DRD3 antagonist: -1; TDP43 rescue: inconclusive; EPAC2 antagonist: 2%; FUS suppressor: 21%; Abeta yeast res: -3%; aSyn yeast inh: 8%

What do the screens show for `CC1CCC(NC(=O)COC(=O)CNC(=O)c2ccc3ccccc3c2)CC1` (stereo unspecified)?
EPAC2 agonist: 7%; D3 ag: 7; DRD3 antagonist: 2; TDP43 rescue: 1%; EPAC2 antagonist: -15%; FUS suppressor: 21%; Abeta yeast res: 4%; aSyn yeast inh: 1%

What do the screens show for `Cc1ccc(C)c(NC(=O)C(OC(=O)c2cnc(C)cn2)c2ccccc2)c1` (stereo unspecified)?
EPAC2 agonist: -11%; D3 ag: 9; DRD3 antagonist: 0; TDP43 rescue: 23%; EPAC2 antagonist: 2%; FUS suppressor: -1%; Abeta yeast res: 5%; aSyn yeast inh: 4%

Random excerpt: 2 entries already listed
How did COCOCCn1cc(CN2CCS(=O)(=O)N(Cc3ccc(-c4ccc(F)cc4)cc3)C(C(C)C)C2=O)nn1 (stereo unspecified) do in these assays?
EPAC2 agonist: -2%; D3 ag: 3; DRD3 antagonist: -7; TDP43 rescue: 5%; EPAC2 antagonist: -24%; FUS suppressor: inconclusive; Abeta yeast res: -14%; aSyn yeast inh: 9%

How did O=C1CC/C=C\C[C@@H](CC(=O)N(CCO)Cc2ccccc2)C(=O)NC[C@@H](c2ccccc2)O1 do in these assays?
EPAC2 agonist: 6%; D3 ag: 0; DRD3 antagonist: 5; TDP43 rescue: 20%; EPAC2 antagonist: 2%; FUS suppressor: 6%; Abeta yeast res: -3%; aSyn yeast inh: 0%
